KCNQ2 block: KCNQ2 channel blockers in CHO-K1 cells – cell-based, FluxOR thallium flux, B-score, primary screen (AID 2156) | B-score at 10 µM | hit rate 1.1% among 310,000 | 20 min; active compounds read low;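 active = fluorescence ratio B-score at most minus 3 library SDs, with starting brightness B-score within 2 library SDs, cut at about -5.5 in these data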
Target sequence (O88943 whole entry, looked up): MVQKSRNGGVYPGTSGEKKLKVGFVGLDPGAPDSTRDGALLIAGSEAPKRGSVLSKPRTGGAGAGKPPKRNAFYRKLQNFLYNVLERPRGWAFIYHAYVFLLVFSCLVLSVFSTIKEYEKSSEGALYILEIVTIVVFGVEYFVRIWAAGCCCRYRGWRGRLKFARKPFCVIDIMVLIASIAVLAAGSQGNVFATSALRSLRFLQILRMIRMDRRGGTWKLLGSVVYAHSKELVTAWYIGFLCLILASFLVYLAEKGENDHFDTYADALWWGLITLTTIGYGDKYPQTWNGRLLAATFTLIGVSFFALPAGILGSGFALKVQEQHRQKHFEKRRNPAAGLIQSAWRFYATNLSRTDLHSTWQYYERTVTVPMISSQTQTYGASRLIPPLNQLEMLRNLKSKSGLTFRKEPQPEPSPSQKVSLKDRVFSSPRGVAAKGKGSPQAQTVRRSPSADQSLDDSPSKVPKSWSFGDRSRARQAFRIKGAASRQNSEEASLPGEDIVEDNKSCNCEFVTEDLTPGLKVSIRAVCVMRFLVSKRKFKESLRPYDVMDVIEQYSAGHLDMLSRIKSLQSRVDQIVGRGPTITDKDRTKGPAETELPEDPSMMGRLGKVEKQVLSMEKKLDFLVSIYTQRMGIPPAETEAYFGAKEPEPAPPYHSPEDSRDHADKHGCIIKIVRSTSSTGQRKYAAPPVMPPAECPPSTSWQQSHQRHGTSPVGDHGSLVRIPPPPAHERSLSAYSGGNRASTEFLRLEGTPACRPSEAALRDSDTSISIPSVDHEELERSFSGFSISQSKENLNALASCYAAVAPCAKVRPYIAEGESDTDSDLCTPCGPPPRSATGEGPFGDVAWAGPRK
STK33 kinase inh: inhibitors of human STK33 kinase; inhibition, % at 10 µM; AID 2661; hit rate 0.073% among 320,000; purified STK33, MBP phosphorylation, ADP-Glo luminescence; Q9BYT3;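 active = inhibition at or above 25%, using the most active replicate where run in duplicate; inactive = inhibition below 25%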
Kir21 block: Kir2.1 (mouse) channel inhibition. P35561. HEK293-Kir2.1, FluxOR thallium flux fluorescence; active compounds read low. B-score at 10 µM. hit rate 0.85% among 310,000. AID 1672;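 active = fluorescence ratio B-score at or below minus 3 SD of library scores, with starting-brightness B-score within 2 SD, cut at about -4.2 in these data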;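 note: channel flux triggered by added potassium and thallium sulfate stimulus; B-score of peak minus minimum fluorescence over baseline after thallium stimulus; more negative B-score means stronger Kir2.1 block with less thallium influx; some compounds called inactive have numbers as strong as hits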
* = called active by the depositor; i = inactive; x = no result given.

SMILES	KCNQ2 block	STK33 kinase inh	Kir21 block
Nc1ccc(C(=O)OCC(=O)NC(=O)c2ccccc2)cc1[N+](=O)[O-]	i	-0.6	-1.1
Cc1ccc(C(=O)Nc2nnc(C)s2)o1	i	-31	2
Cc1ccc(C2C(C(=O)c3cccs3)=C(O)C(=O)N2CCN2CCOCC2)o1 (stereo not given)	i	-1.9	-0.15
CCOC(=O)CCc1c(C)nc2c(c(C)nn2-c2ccccc2)c1C	i	1.5	0.18
CCOC(=O)c1c(S(=O)(=O)Nc2ccc(C)cn2)c(C)n(C)c1C	i	-0.6	-1.4
O=c1c2sc3nc(N4CCOCC4)c4c(c3c2ncn1-c1ccccc1)CCCC4	i	-0.2	0.04
O=C(O)c1cn(Cc2ccccc2)c2ccc(Cl)cc2c1=O	i	-0.2	-0.51
CC(=O)N/N=C/c1cc(C(C)C)cc(/C=N/NC(C)=O)c1O	i	-0.9	-2.7
CCCC(=O)C1=C(O)C(C(=O)OC)C(C)(C)CC1=NC(C)C (stereo not given)	i	-1.8	-2.2
C=CCN(CC=C)C(=O)c1ccc(OC2CCN(Cc3ccccn3)CC2)cc1	i	-1.1	-1.1
Nc1ccc2c(c1)COc1ccccc1O2	i	1.0	-0.04
CC1CCN(CCOc2ccc(Cl)c(Cl)c2)CC1	i	-1.1	-2.6
CC(C)(C)c1ccc(C(=O)/C(C#N)=C/c2cccs2)cc1	i	1.0	2.3
CCN(CC)S(=O)(=O)c1ccc(-c2nnc(SCC(=O)N3CCOCC3)o2)cc1	i	-0.9	0.1
CC(C)(C)SC(=O)CC1NS(=O)(=O)OC2CCCCC12 (stereo not given)	i	-2.7	1.7
CCc1nc(SCc2cc(Cl)ccc2OC)n[nH]1	i	-1.3	-2
Cc1cnc(CN(C)Cc2c(C(=O)N3CCCCCCC3)nc3ccc(Cl)cn23)[nH]1	i	-0.3	0.81
COc1cccc2sc(NC(=O)c3ccc(S(=O)(=O)N4CCOCC4)cc3)nc12	i	-1.3	0.04
COc1ccc(S(=O)(=O)N(CC(=O)O)Cc2ccccc2)cc1OC	i	0.8	0.11
Cc1cccc(C)c1NC(=O)c1sccc1SCc1cccc(C(F)(F)F)c1	i	-0.2	0.72
CN(C(=O)COC(=O)Cn1c(C(F)(F)F)nc2ccccc21)c1c(N)n(Cc2ccccc2)c(=O)[nH]c1=O	i	-1.5	0.06
CCC(=O)N1c2ccc(S(=O)(=O)CCC(=O)N3CCN(c4ccccc4)CC3)cc2CC1C (stereo not given)	i	0.4	-1
COc1ccc(NS(=O)(=O)c2ccc(F)c(Cl)c2)cn1	i	-0.3	0.41
Cc1noc(C)c1CSCC(=O)Nc1cc(Cl)ccc1N1CCOCC1	i	-0.8	-4.1

13 compounds already listed, sorted by molecular weight, ascending:
SMILES	KCNQ2 block	STK33 kinase inh	Kir21 block
Nc1ccc2c(c1)COc1ccccc1O2	i	1.0	-0.04
CCc1nc(SCc2cc(Cl)ccc2OC)n[nH]1	i	-1.3	-2
CC1CCN(CCOc2ccc(Cl)c(Cl)c2)CC1	i	-1.1	-2.6
CC(C)(C)c1ccc(C(=O)/C(C#N)=C/c2cccs2)cc1	i	1.0	2.3
COc1ccc(NS(=O)(=O)c2ccc(F)c(Cl)c2)cn1	i	-0.3	0.41
CC(C)(C)SC(=O)CC1NS(=O)(=O)OC2CCCCC12 (stereo not given)	i	-2.7	1.7
COc1ccc(S(=O)(=O)N(CC(=O)O)Cc2ccccc2)cc1OC	i	0.8	0.11
C=CCN(CC=C)C(=O)c1ccc(OC2CCN(Cc3ccccn3)CC2)cc1	i	-1.1	-1.1
Cc1cccc(C)c1NC(=O)c1sccc1SCc1cccc(C(F)(F)F)c1	i	-0.2	0.72
Cc1cnc(CN(C)Cc2c(C(=O)N3CCCCCCC3)nc3ccc(Cl)cn23)[nH]1	i	-0.3	0.81
COc1cccc2sc(NC(=O)c3ccc(S(=O)(=O)N4CCOCC4)cc3)nc12	i	-1.3	0.04
CCN(CC)S(=O)(=O)c1ccc(-c2nnc(SCC(=O)N3CCOCC3)o2)cc1	i	-0.9	0.1
CCC(=O)N1c2ccc(S(=O)(=O)CCC(=O)N3CCN(c4ccccc4)CC3)cc2CC1C (stereo not given)	i	0.4	-1

Further compounds:
SMILES	KCNQ2 block	STK33 kinase inh	Kir21 block
O=C(C(=O)N1CCN(c2cccc(Cl)c2)CC1)c1cn(CC(=O)N2CCOCC2)c2ccccc12	i	-0.6	-0.85
Oc1c(Cl)cc(Cl)cc1C=Nc1ccccc1N1CCCC1	i	0.9	-0.07
COc1cc2c(cc1OC)C(C(=O)O)C(c1ccc(C)o1)N(C)C2=O (stereo not given)	i	-0.7	1.4
CCCc1nc(-c2ccccc2O)n(-c2ccccc2)n1	i	-0.6	-0.42
COc1cccc(NC(=O)Nc2nc(SC)ns2)c1	i	-1.2	-0.3
C=CCCC(=O)Nc1nc(C)c(-c2csc(Nc3cc(OC)ccc3OC)n2)s1	i	-1.0	1.3
COc1ccc(/C=N/N=C(\N)c2nonc2N)cc1OC	i	-0.4	-0.11
S=C(NCc1ccco1)N/N=C/c1ccncc1	i	-0.9	-0.67
O=C(Nc1ccccc1)Nc1cccc2ccccc12	i	-1.3	-0.06
Cc1nn(-c2ccccc2)c(Cl)c1/C=N/NC(=O)c1ccccc1F	i	-0.8	0.6
O=C(COc1ccccc1)OC(C(=O)c1ccccc1)c1ccccc1 (stereo not given)	i	-0.2	1.5
C/C(CCc1ccccc1)=N\NC(=O)CCc1ccccc1	i	-2.0	-0.25
O=C(N/N=C/c1ccoc1)c1ccccc1Br	i	0.6	0.99
COc1ccc(NC(=S)N(CCN2CCCCC2)Cc2ccco2)cc1	i	-1.8	-0.72
CC(=O)NCCOc1ccc(C(=O)O)cc1	i	-1.0	0.74
Cc1ccc2[nH]cc(CCCN3C(=O)c4ccccc4C3=O)c2c1	i	-2.5	-2.8
CCOC(=O)C1CCN(C(=O)C2CCCN(S(=O)(=O)c3ccc(OC)c(Cl)c3)C2)CC1 (stereo not given)	i	-1.0	-2.4
CCOc1nc2ccccc2cc1C=O	i	0.8	0.85
c1ccc(-c2n[nH]c3ccccc23)cc1	i	0.0	0.06
COc1ccc(N2CCN(S(=O)(=O)CCNS(=O)(=O)c3ccccc3)CC2)cc1	i	-1.5	-0.13
COCC(=O)N1CCC(Oc2ccc(C(=O)NCc3csc(C(C)C)n3)cc2)CC1	i	-1.2	-1.2
CCCCCC(=O)NNC1=NCC(Cc2ccccc2)S1 (stereo not given)	i	-0.4	-1.4
Cc1ccc(-c2csc(=S)n2CC(=O)OCC(=O)NCc2ccc(F)cc2)cc1	i	-1.6	-1.1
CCCCc1nc(Cl)c(CO)n1Cc1ccc(-c2ccccc2-c2nnn[nH]2)cc1	i	-0.5	-0.95
Cc1ccc(N(C(=O)Nc2ccccc2)C2=NCCC2)cc1	i	-0.1	0.79
Cc1ccc(NC(=O)N[C@H](C(=O)O)C(C)C)c(C)c1	i	0.6	-1.2
COc1ccccc1CNC(=O)CCS(=O)(=O)c1ccc2c(c1)CC(C)N2C(=O)C1CC1 (stereo not given)	i	-1.4	0.54
COc1cc(-c2nn3c(-c4cccnc4)nnc3s2)cc(OC)c1OC	i	-1.6	0.08
CCCC1C2CN(C(C)=O)CC=C2C(C#N)=C(N)C1(C#N)C#N (stereo not given)	i	-0.7	-1
Cc1ccc(S(=O)(=O)N(CCCN(C)C)Cc2ccc3c(c2)OCO3)cc1	i	-0.7	-2.7
COc1ccc(-c2nc3ccccc3n2Cc2ccc(C)cc2)cc1	i	-0.6	0.6
CCc1ccc(CN2CCC(Oc3ccc(C(=O)NCc4ccccn4)cc3)CC2)o1	i	1.0	0.01
CC(=O)Nc1ccc(NC(=O)C2CCN(S(=O)(=O)c3cccc4nonc34)CC2)cc1	i	-1.3	0
Cc1cc(C)cc(OCC(=O)OCC(=O)NCCC2=CCCCC2)c1	i	-0.5	-2.3
O=C(O)CSCc1nc2ccccc2[nH]1	i	-0.6	-1.3
CC(=O)C1=C(c2ccccc2)OC(N)=C(C#N)C1c1ccccc1C (stereo not given)	i	0.6	0.56
N#CCS(=O)(=O)c1ccccc1	i	-2.0	0.55
COc1ccccc1C(=O)Nc1cc(C)ccc1NC(=O)c1ccco1	i	0.2	0.05
Cc1ccc(OCC(O)CNS(=O)(=O)c2ccccc2C(=O)N2CCCCC2)cc1 (stereo not given)	i	-2.0	0.05
COc1ccc(OC)c(S(=O)(=O)Oc2ccc(N)c3ccccc23)c1	i	-1.0	-3.1
CCn1c(SCC(=O)O)nnc1-c1cccnc1	i	-2.4	1.4
O=C(OC1CCOC1=O)c1cc(-c2ccc(Br)cc2)nc2ccccc12 (stereo not given)	i	-0.1	1.4
CCCc1cc(=O)[nH]c(SCc2cc(Cl)ccc2OC(F)F)n1	i	-0.8	-2.9
O=C(NNC(=S)NC(=O)c1cccc([N+](=O)[O-])c1)c1ccc(Br)cc1	i	-0.4	0.39
NS(=O)(=O)c1ccc(NC(=O)/C=C/c2ccc3c(c2)OCO3)cc1	i	0.3	0.51
CC(CN1CCOCC1)OC(=O)C(c1ccccc1)c1ccccc1 (stereo not given)	i	-2.5	-2.2
O=C(CSc1nncs1)Nc1nnc(-c2ccccc2)o1	i	2.0	0.88
COc1cccc(/C=C/C(=O)Nc2ccc(C(=O)Nc3cccc(S(N)(=O)=O)c3)cc2)c1OC	i	1.7	-0.68
CCOc1ccccc1NC(=O)N1CCCC1C(=O)NCc1ccco1 (stereo not given)	i	x	1.7
Cc1cc2cc(CNC(=S)NC3CCCCC3)ccc2n1C	i	0.3	1.7
O=[N+]([O-])c1ccccc1/C=C/C=N/n1c(-c2cc(-c3ccccc3)n[nH]2)n[nH]c1=S	i	0.0	-1.1
COc1ccc(-n2cnc3ccccc3c2=O)c([N+](=O)[O-])c1	i	0.1	0.08
CC1(c2ccccc2)NC(=O)N(CC(=O)Nc2nc(-c3ccccn3)cs2)C1=O (stereo not given)	i	-1.3	-0.1
Cc1ccccc1-c1noc(CCC(=O)NCC2CCCO2)n1 (stereo not given)	i	-3.3	-1.5
O=C(Cc1cccs1)Nc1cccc(-c2nc3ccccc3[nH]2)c1	i	-0.2	0.75
CC(C)c1ccc2[nH]c(O)c(N=NC(=O)c3ccc(CSc4nncn4C)cc3)c2c1	i	x	-0.44
COc1ccccc1CCNC(=O)C(=O)NCC1OCCN1S(=O)(=O)c1ccc(Br)cc1 (stereo not given)	i	-0.8	1.3
CC(C)Oc1cc(NC(=O)CS(=O)CC(=O)Nc2cccc(C(F)(F)F)c2)c(Cl)cc1Cl (stereo not given)	i	-2.7	-0.6
COc1cc2cc(C)c(SCC(=O)N3CCOCC3)nc2cc1OC	i	-1.0	-1.2
CCOC(=O)c1sc2ccc(S(=O)(=O)N3CCOCC3)cc2c1N	i	0.7	0.23

Next records follow:
SMILES	KCNQ2 block	STK33 kinase inh	Kir21 block
CC(C)N1CCC(N2CCN(CC#Cc3ccccc3)CC2CCO)CC1 (stereo not given)	i	0.4	-1.3
Cc1cccc(N2CC(C(=O)O)CC2=O)c1C (stereo not given)	i	-2.2	1.1
Cc1ccc2c(c1)N(S(=O)(=O)c1ccc(CN3C(=O)c4cccnc4C3=O)s1)CCO2	i	-0.9	-0.03
O=C(CSc1ncnc2ccccc12)NCCc1ccccc1	i	0.0	-0.03
O=C(NCc1ccccc1)c1cccc(NS(=O)(=O)c2cccc3cccnc23)c1	i	0.4	-0.02
CCCCNC(=O)c1cc(-c2ccc(OC)cc2)on1	i	0.8	-0.35
O=C(c1ccco1)N1CCN(C(c2ccccc2)c2nnnn2Cc2cccs2)CC1 (stereo not given)	i	1.0	1.8
O=C(CCl)N(Cc1ccccc1)c1ccccc1	i	-1.4	-0.03
Cc1ccc(N=Nc2c(C)[nH]n(-c3ccccc3)c2=O)cc1Br	i	-1.4	-0.18
Cc1c(Cl)cccc1NCC(=O)NN=C1CCCC1	i	-1.4	0.77
O=C(O)C1C2CCC(C2)C1C(=O)Nc1cccc([N+](=O)[O-])c1 (stereo not given)	i	-2.0	-0.71
CCN(CC)S(=O)(=O)c1ccc(C(=O)Nc2cc(C)cc(C)c2)cc1	i	-0.8	-1.4
Cc1cc(N2CCN(c3ccccn3)CC2)n2cc(-c3ccccc3)nc2n1	i	0.4	1.3
Cc1cc(C)c(S(=O)(=O)c2cc(F)ccc2C)c(=O)[nH]1	i	-1.0	-0.78
CC(=O)C1=C(C)NC(=O)CC1c1ccc(Br)cc1 (stereo not given)	i	0.6	-0.71
CCNCc1cc(Br)c(OCC(=O)Nc2ccccc2)c(OC)c1	i	2.2	-0.08
COCCCn1c(=O)/c(=C\c2ccccc2OC(F)F)s/c1=C(/C#N)C(N)=O	i	-0.6	0.11
O=C(O)c1cccc(NC(=O)c2cccc(S(=O)(=O)N3CCCCC3)c2)c1	i	-0.6	0.36
Cc1cc(C(F)(F)F)n2nc(-c3sccc3-n3cccc3)cc2n1	i	-2.3	3.2
COc1ccc(CCN(C)Cc2c(O)ccc3ccccc23)cc1OC	i	-0.6	-0.33
Cc1cccc(-n2cc(-c3ccccc3)c3c(=O)[nH]cnc32)c1	i	-1.3	-0.66
OCCN1CCN(CCOc2cccc(Cl)c2)CC1	i	-0.2	-0.43
COc1ccc(NC(=O)c2ccc3nc[nH]c3c2)c(OC)c1	i	-0.3	-0.12
N#C/C(=C/c1ccc(N2CCCCC2)o1)C(=O)NCCc1c[nH]c2ccccc12	i	-1.4	-0.09
OCC[C@@H]1C[C@H](O)[C@@H](O)[C@@]2(OCCc3ccccc32)O1	i	-0.6	-0.57
O=C(COC(=O)c1cccc2c1C(=O)c1ccccc1C2=O)NC1CCCCC1	i	1.0	0.64
COc1cc(SC)ccc1C(=O)Nc1ccc2c(c1)OCCO2	i	0.8	-0.01
